Compound activity: PubChem, several laboratories
PMI act satM6P: activators of human phosphomannose isomerase at near-saturating mannose 6-phosphate. hit rate 0.34% among 190,000. activation factor at 20 µM. coupled PMI enzyme assay, resazurin fluorescence, 20 min; active compounds read high; 1 = untreated enzyme, 0 = substrate-free blank;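 active = activation factor of 2 or more at 20 µM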
Target sequence (P34949 whole entry, looked up): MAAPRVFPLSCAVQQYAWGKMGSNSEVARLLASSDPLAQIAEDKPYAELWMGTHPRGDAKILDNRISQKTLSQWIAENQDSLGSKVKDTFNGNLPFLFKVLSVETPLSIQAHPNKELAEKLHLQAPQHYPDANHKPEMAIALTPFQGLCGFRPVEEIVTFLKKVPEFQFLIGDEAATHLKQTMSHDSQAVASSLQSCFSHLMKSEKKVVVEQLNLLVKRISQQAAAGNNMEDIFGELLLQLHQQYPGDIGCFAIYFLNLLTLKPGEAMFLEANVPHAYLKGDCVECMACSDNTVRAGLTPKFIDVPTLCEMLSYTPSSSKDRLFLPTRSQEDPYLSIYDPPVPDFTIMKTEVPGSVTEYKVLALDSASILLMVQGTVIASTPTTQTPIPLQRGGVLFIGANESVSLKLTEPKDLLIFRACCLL
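Material: human phosphomannose isomerase with PGI, G6PDH, diaphorase coupling enzymes / Reagent: Man-6-P substrate 1.0 mM / Dosing: single compound dose of 20 µM, 1% DMSO final / Incubation: enzyme reaction with compound 20 min at room temperature / Signal: resorufin fluorescence (Ex 544/Em 590 nm) from resazurin via diaphorase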
L major viab: inhibitors of Leishmania major promastigote growth; Leishmania major promastigotes, resazurin fluorescence viability; inhibition, % at 10 µM; hit rate 9% among 200,000;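 note: promastigotes grown with compound for 44 hours at 28 °C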
G6PDH CS: counter-screen for G6PDH assay hits: L. mesenteroides G6PDH inhibition | AID 1020 | inhibition, % at 5 µM | Purified L. mesenteroides G6PDH, diaphorase/resazurin coupled fluorescence, 45 min | hit rate 0.12% among 200,000
RAM inhibit: yeast RAM network inhibition | hit rate 1.8% among 190,000 | S. cerevisiae dse1pr::URA3 reporter, 5-FOA growth OD615, 2 d; analog-sensitive cbk1-as2 kinase mutant strain | AID 868 | inhibition, % at 50 µM;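 active = inhibition above a set limit, 3 SD over mean compound inhibition, cut at about 8.4% in these data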;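 note: 0% = DMSO-only wells with no growth and 100% = 10 µM 1-NA-PP1 full growth; inhibition rescues growth on 5-FOA so higher OD means more RAM inhibition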
Diaphorase act: diaphorase activation or chemical reduction counter-screen; Diaphorase/resazurin coupled assay, resorufin fluorescence, 16 min; active compounds read high; 1 = vehicle wells, 0 = NADH-free wells; activation factor at 20 µM; hit rate 0.005% among 190,000; AID 1229;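 active = diaphorase activity raised at least twofold by the compound at 20 µM; inactive = activation factor below 2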
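Material: Purified diaphorase enzyme from Clostridium kluyveri | Buffer or medium: 50 mM HEPES pH 7.4 with 4.542 mM MgCl2, 0.005% Tween 20 | Times: 16 min enzyme reaction, ambient temperature | Signal: Red resorufin fluorescence at 544/590 nm excitation/emission | Measure: Increased resorufin signal from activators or reducing compounds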
PMI activator: phosphomannose isomerase (human) activation. purified human PMI, coupled resazurin fluorescence, 20 min; active compounds read high; 1 = vehicle control, 0 substrate-free wells. AID 1214. activation factor at 20 µM. hit rate 0.005% among 190,000;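 active = activation factor of 2 or more at 20 µM, relative to plate controls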
Redox H2O2 prof: compounds producing H2O2 with reducing agent – biochemical, NIH compound library profiling, artefact control for MLSCN library redox annotation, primary screen | DTT-dependent redox cycling H2O2, phenol red/HRP absorbance; 100% = 100 µM peroxide control, 0% = buffer | activation, % at 10 µM | hit rate 0.03% among 200,000 | AID 878;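 active = activation of at least 50% relative to the plate's high and low controls in the primary single-dose screen; inactive = activation below 50%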;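 note: compound incubated with DTT at 0.8 mM final as the reducing agent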
TLR4-MyD88 BLA: blocks binding of human TLR4 to MyD88; O00206+Q99836; HeLa CL3-4 TLR4/MyD88 BLA complementation, FRET ratio; hit rate 0.18% among 200,000; inhibition, % at 8.4 µM; in the data active = inhibition above about 25%;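 note: 0% = vehicle and 100% = reference inhibitor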
S1P3 antag: antagonists of human S1P3 receptor; Q99500; CHO S1P3 NFAT-BLA reporter, FRET fluorescence, antagonist mode; inhibition, % at 4.98 µM; hit rate 0.27% among 170,000; AID 485;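 active = inhibition above the plate cutoff, the mean inhibition of test wells on that plate plus 3 SD, cut at about 28% in these data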;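 note: cells challenged with S1P at its EC80 of 0.8 µM; blue over green emission ratio from cleaved BLA substrate after 4 h stimulation; 0% = S1P-stimulated wells and 100% = unstimulated DMSO-only wells; some compounds past the cut are filed as inactive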
Target sequence (Q99500 whole entry, looked up): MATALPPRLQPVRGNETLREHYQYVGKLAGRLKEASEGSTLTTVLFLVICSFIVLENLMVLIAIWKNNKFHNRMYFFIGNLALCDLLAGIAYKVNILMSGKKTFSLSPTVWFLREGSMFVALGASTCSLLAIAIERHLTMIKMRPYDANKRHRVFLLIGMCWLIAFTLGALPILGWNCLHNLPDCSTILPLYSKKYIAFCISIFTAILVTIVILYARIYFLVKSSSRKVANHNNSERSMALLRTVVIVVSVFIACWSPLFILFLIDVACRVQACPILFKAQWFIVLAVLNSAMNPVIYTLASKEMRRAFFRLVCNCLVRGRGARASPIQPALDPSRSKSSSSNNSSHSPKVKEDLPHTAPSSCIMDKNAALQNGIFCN
Diaph inh CS: inhibits diaphorase or chemically oxidizes, flagging diaphorase assay artifacts. diaphorase resazurin-to-resorufin fluorescence, NADH, 16 min; bacterial (C. kluyveri) enzyme, not human. inhibition, % at 20 µM. hit rate 0.69% among 190,000;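 active = primary screen inhibition at 20 µM above a set limit, cut at about 50% in these data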;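 note: plate controls were DMSO with full reaction for no effect and wells lacking NADH for full effect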
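Detection: fluorescence of resorufin formed from resazurin, Ex 544/Em 590 nm; test system: Clostridium kluyveri diaphorase enzyme; amount: 0.14 U/mL diaphorase, enzyme working solution; times: 16-min room-temperature incubation before reading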
Hsp70 activator: Hsp70 transcriptional activation, primary screen; HeLa Hsp70 promoter luciferase reporter, luminescence; scaled: vehicle 0, proteasome-inhibitor control 100%; hit rate 0.04% among 200,000; activation, % at 10 µM;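 active = activation above the mean across all tested compounds plus 3 SD, cutoff set per campaign, cut at about 5.5% in these data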;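 note: 100% = MG132 at 30 µM as the positive control and 0% = DMSO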
The depositor's hits bear a star; · = not tested or not shown; & = joins results of further samples. Cut-off read from the data, not from the text of the source, unless noted: active = inhibition above about 50%; inactive = the rest.

SMILES	PMI act satM6P	L major viab	G6PDH CS	RAM inhibit	Diaphorase act	PMI activator	Redox H2O2 prof	TLR4-MyD88 BLA	S1P3 antag	Diaph inh CS	Hsp70 activator
COc1ccc(N2C(=O)CN=C2Nc2cccc(C)c2C)cc1OC	1.1	-8	2	1.7	0.9	1.1	-0.1	-13	-1	7	-0.2
Cc1c(C(=O)c2ccc(N(C)C)cc2)c2ccccn2c1CCC#N	1	21	5	0.2	0.9	1.2	-2.0	-8	5	13	-0.1
Cc1ccc(C(=O)Oc2ccccc2C(=O)N2CCOCC2)cc1	1	-2	4	0.5	1	1	-1.5	-2	·	1	0.1
Cc1cccc(C)c1-n1c(C)cc(/C=N/NC(=O)c2ccncc2)c1C	1	1	6	1.3	1	1	1.9	-4	·	0	-0.1
O=C(/C=C\c1ccc(-c2ccccc2)o1)c1ccccc1	1.1	13	-13	9.6*	0.8	1	0.6	15	-8	17	-0.3
COc1cc(C(C[N+](=O)[O-])c2c(C)[nH]c3ccccc23)cc(OC)c1OC (stereo unspecified)	0.8	2	-1	1.2	0.8	0.8	-0.7	9	·	17	-0.1
N#CCSc1n[nH]c2nc3c(c(=O)n12)C1(CCCC1)Cc1ccccc1-3	1.1	-7	5	3.0	0.9	1.1	-2.3	8	·	7	0.1
CCOC(=O)C1=C(C)Nc2nnnn2C1c1c[nH]c2ccccc12 (stereo unspecified)	1	2	5	1.4	1	0.9	0.7	-19	19	1	0.3
O=C(c1cccs1)N1CCN(c2nnc(-c3ccccc3)c3ccccc23)CC1	0.9	11	12	0.0	0.7	0.9	-0.5	1	-6	33	-0.5
CC12CC3(C)CC(C)(C1)CC(C(=O)NCC(=O)O)(C2)C3	1	1	10	2.7	1	1	-0.2	22	-18	4	0.0
COc1ccc(-c2nc(C#N)c(NCCCN(C)C)o2)cc1OC	0.9	9	18	-0.3	1.1	0.8	3.3	-2	-2	-8	-0.3
CCCOC(=O)c1ccc(NC(=O)CCC(=O)OCC)cc1	1	-1	-3	-0.9	0.8	1	1.2	3	3	15	-0.1
COc1ccc(C2C(C(=O)OC(C)C)=C(C)N=c3s/c(=C\c4cccs4)c(=O)n32)cc1 (stereo unspecified)	1	15	5	2.1	0.9	0.9	0.2	12	·	12	-0.2
O=C1[C@@H]2[C@H](C(=O)N1n1cnnc1)[C@H]1C=C[C@@H]2C1	1	2	5	1.0	0.9	1.1	0.8	-5	·	11	2.9
Cc1cc(C)nc(NS(=O)(=O)c2ccc(NC(=S)NC(=O)C(C)(C)C)cc2)n1	1.1	-8	10	-0.1	0.9	1.1	0.2	-3	·	6	-0.2
Cc1cccc(NC(=O)c2nc[nH]c2C(=O)Nc2cccc(C)c2)c1	1	2	8	2.0	1	1	-0.4	7	4	3	-0.4
Cc1nn(-c2ccccc2)c(N)c1C1(O)C(=O)N(C(C)C)c2ccccc21 (stereo unspecified)	1	-7	0	2.6	0.9	1	0.0	10	-5	9	-0.3
O=C(Nc1ccc(Cl)c(C(F)(F)F)c1)c1ccncc1	·	9	4	0.4	·	·	-0.3	4	5	·	-0.4
O=S(=O)(c1ccccc1)N1CCN=C1SCc1cccc(Cl)c1	0.9	22	-3	1.4	0.8	0.9	-0.7	-6	18	22	-0.3
COc1cc(CN2CCC(CO)(CCOc3ccccc3)CC2)cc(OC)c1OC	0.9	87*	12	0.8	1	0.9	-1.1	-10	-7	2	-0.2
OC(COc1cccc(OCC(O)CN2CCOCC2)c1)CN1CCOCC1 (stereo unspecified)	0.9&1	-3&-6	4&-3	-0.4&1.0	1&0.9	1&0.9	-2.9&0.4	12&-2	-2	2&7	-0.2&-0.2
C1CC1Cc1noc(CN2CCN(CC3CC3)CC2)n1	0.9	16	6	-0.4	0.8	0.9	-1.2	-8	-23	20	-0.2
COc1ccnc(Oc2ccccc2)n1	1.2	-3	6	2.2	1	1.2	0.1	1	-13	-2	-0.1
Cc1cc(NC(=O)CSc2ccc3ccccc3c2)no1	1	1	6	1.1	0.9	0.9	0.3	-5	·	8	-0.3
Cc1ccc(NC(=S)N(CCN(C)C)Cc2cccs2)cc1	1	0	1	1.4	0.9	1	-2.6	0	-16	8	-0.3
C#CC(C)(C)NC(=O)c1ccccc1OC	0.9	-3	2	0.3	0.8	0.9	-1.0	-11	1	18	-0.3
COc1ccc(S(=O)(=O)N(C)CC(=O)NC2CCCC2)cc1Cl	0.9	-4	-10	2.9	1	1	1.6	4	2	3	-0.1
O=C(Cc1cccc2ccccc12)N/N=C/c1ccncc1	1	-2	10	0.2	0.9	1	-0.3	13	-13	7	-0.5
CN1CCCc2cc3c(C(F)(F)F)cc(=O)oc3nc21	0.8	-1	9	2.0	0.9	1.1	1.6	39*	31	14	-0.1
COc1ccccc1C1OC(c2cccc([N+](=O)[O-])c2)=NN1C(C)=O (stereo unspecified)	1	0	19	2.5	0.9	1	-1.1	2	-14	7	0.0
CN(C)c1ccc(N=C/C=C2/N(C)c3ccccc3C2(C)C)cc1	0.8	90*	9	0.8	0.9	0.8	-0.6	-9	-20	7	-0.1
Cc1ccc(OCC(=O)Nc2cc(-c3nn4c(C)nnc4s3)ccc2C)cc1	1.1	-6	2	5.5	1.1	1	0.3	-5	-12	-5	-0.1
CC(NC(=O)NC1CCCCC1)C(c1cccs1)N1CCN(Cc2ccccc2)CC1 (stereo unspecified)	0.9	16	-15	1.6	0.8	0.9	-3.1	-5	·	15	-0.2
O=C(NC(C(=O)NCCN1CCOCC1)C12CC3CC(CC(C3)C1)C2)C1CCCCC1 (stereo unspecified)	1	-4	5	0.3	0.9	1.1	1.4	-2	·	6	0.1
Cc1ccc(-c2csc3nnc(SCC(=O)Nc4nsc(-c5ccccc5)n4)n23)cc1	0.8	22	-60	6.9	0.7	0.8	-0.8	-12	-10	30	-0.3
CC(=O)N1CCN(C(=S)c2ccc(N(C)C)cc2)CC1	1	-8	2	-0.1	1.1	1	-0.5	-9	-29	-5	-0.2
COc1ccc(S(=O)(=O)Nc2ccc3c(c2)OCO3)cc1OC	1	0	0	2.4	0.9	1	-0.2	-10	2	9	-0.3
C/C(=N/NC(=O)c1ccc(Br)o1)c1cccc(NC(=O)c2ccc(C)o2)c1	1.1	92*	1	1.5	0.9	1.1	0.1	6	2	13	-0.1
Cc1c(Br)c([N+](=O)[O-])nn1CC(=O)NCC1CCCO1 (stereo unspecified)	0.9	-1	5	2.4	0.8	0.9	-0.1	-2	-4	16	-0.2
COc1ccccc1-c1nc(-c2ccccc2)nc(N2CCN(C)CC2)c1C#N	0.9	-2	1	1.9	1	0.8	-0.2	9	3	2	-0.6

Single entries from the list:
In S1P3 antag, COc1ccccc1-c1nc(-c2ccccc2)nc(N2CCN(C)CC2)c1C#N has the entry 3
In S1P3 antag, CC(=O)N1CCN(C(=S)c2ccc(N(C)C)cc2)CC1 has the entry -29

(continued)
SMILES	PMI act satM6P	L major viab	G6PDH CS	RAM inhibit	Diaphorase act	PMI activator	Redox H2O2 prof	TLR4-MyD88 BLA	S1P3 antag	Diaph inh CS	Hsp70 activator
COc1cc(NC(=O)c2ccccc2)c(OC)cc1NC(=O)CN1CCCCC1	1	28	-6	0.9	0.9	1.1	1.8	12	·	7	0.1
Cc1cc(C)nc(NC(=O)CN2C(=O)c3ccccc3C2=O)n1	0.8	-5	17	1.4	0.8	0.9	1.2	-6	-7	24	-0.2
Cc1nc(-c2ccc(NC(=O)/C=C\C(=O)O)cc2)cs1	1.1	-5	7	2.7	0.9	1.2	-0.8	3	-24	11	0.2
COc1cc(/C=N/n2c(-c3ccc4c(c3)NC(=O)CO4)csc2=Nc2cccc(C)c2)ccc1O	1	92*	2	6.6	0.8	1	-0.3	8	7	20	-0.3
O=C(CSc1ncc(C(F)(F)F)cc1Cl)N1CCN(S(=O)(=O)c2ccc3ccccc3c2)CC1	1	22	-6	4.1	0.9	1	0.2	-17	·	10	-0.2
CSc1nc(-c2ccccc2)nc2[nH]ccc(=O)c12	·	-1	·	·	·	·	-2.5	2	-10	·	-0.5
Clc1cccc(Cl)c1CSc1cc2c(nn1)-c1ccccc1CC2	1	7	0	7.4	0.9	0.9	-2.6	4	·	11	-0.1
CCn1ccc(C(=O)Nc2c(C)nn(Cc3c(F)c(F)c(F)c(F)c3F)c2C)n1	1.1	-6	-1	-0.6	1	1.1	-0.6	-4	-30	-2	-0.3
Cc1ccc(NS(=O)(=O)c2ccc(Br)cc2)nc1	1	-2	26	0.4	0.9	1	-0.5	9	6	7	-0.1
CN1C(=O)c2ccccc2C(C(=O)NCCCN2CCCC2)C1c1c[nH]c2ccccc12 (stereo unspecified)	1	-6	-1	2.4	0.9	0.9	0.3	-2	·	8	-0.4
COc1ccc(S(=O)(=O)N2CCC(C(=O)Nc3ccc(F)cc3)CC2)c2cccnc12	0.9	14	1	1.6	0.8	1	-0.8	12	-5	19	-0.1
Cc1ccc(CCNC(=O)C2CCC(CNc3c(N4CCC(C)CC4)c(=O)c3=O)CC2)cc1 (stereo unspecified)	1.1	11	16	0.4	1.2	1.1	0.6	12	-3	-16	-0.3
CCOC(=O)c1ccccc1NC(=S)N1CCC(C(N)=O)CC1	1	4	3	2.3	0.9	1	0.2	1	13	5	-0.2
O=C(NNC(=O)c1ccccc1Cl)c1cccs1	1	-5	-5	-0.9	1.1	1.1	1.9	-3	·	-11	0.1
COC(c1ccccc1)c1nnc(CCC(=O)NCc2ccc3ncccc3c2)o1 (stereo unspecified)	·	-7	9	1.7	·	·	0.0	-8	-8	·	0.6
O=C(CC1SC(=Nc2ccccc2F)N(CCN2CCOCC2)C1=O)Nc1ccc(F)cc1F (stereo unspecified)	1.1	51*	0	-0.3	1	1.1	0.0	-4	-13	1	-0.1
CC(=O)Nc1ccc(NC(=O)COC(=O)[C@@H](NC(=O)c2ccc(F)cc2)C(C)C)cc1	1	-3	-5	-0.6	1	1.1	0.5	-4	6	4	-0.4
